Dynein transport: dynein cargo transport inhibition | 3617.4 mouse cells, GR-EGFP nuclear translocation imaging; test concentration mostly 20 µM; stimulated with dexamethasone, 1 µM; active compounds read low | z-score, hits read low | 220,000 compounds, 0.47% hits;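 active = plate z-score of nuclear minus cytoplasmic receptor signal below a set negative limit, without overly bright fluorescence or cell loss, cut at about -3.5 in these data, passing the limit was not always enough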;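 note: z-score of nuclear minus cytoplasmic ring GR-EGFP intensity difference per well; some compounds called inactive have numbers as strong as hits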
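Buffer or medium – tet-free medium with charcoal-stripped serum · Signal – automated 10x imaging of fixed Hoechst-stained cells · Also added – dexamethasone agonist, 1.0 µM final, for 30 min · Incubation – induction 48 h, compound 1 h, agonist 30 min · Read-out – GR-EGFP nuclear translocation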
Yfh1-off respiration: mitochondrial function rescue without frataxin homolog – Friedreich's ataxia, plus single-dose screen, dose response (AID 1465). S. cerevisiae Yfh1-off respiration, WST-1 reduction, 72 h; higher fold induction means a stronger effect. fold induction at 50 µM; hits with a dose series show EC50 in µM. 220,000 compounds, 0.074% hits;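 active = fold induction of absorbance versus untreated yeast above a set limit, then at least 30% activation at any dose in follow-up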;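 note: activators that raise dye reduction in frataxin-depleted yeast; strong numbers were not always called active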
Hep lipid drop: hepatic lipid droplet formation modulation; AML12 mouse hepatocytes, oleate lipid droplets, BODIPY imaging; inhibition, % at 6.5 µM; 240,000 compounds, 0.4% hits;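 active = lipid droplet intensity inhibited by at least 50%, with more than 500 cells counted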
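System: AML12 hepatocytes (mouse). Probe or stimulus: oleic acid at 100 µM to induce lipid droplet formation. Times: overnight treatment with compound plus oleate. Detection: Image-based BODIPY and DAPI two-channel analysis. Evaluation: percent inhibition of filter-corrected integrated lipid droplet intensity per well.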
P. falciparum M1AAP: P. falciparum M1AAP inhibitors, biochemical, fluorogenic H-Leu-NHMec substrate, 1536-well (AID 1445) | recombinant M1AAP, H-Leu-NHMec fluorogenic kinetic assay; higher % means a stronger effect | inhibition, % at 30 µM; hits with a dose series show IC50 in µM | 220,000 compounds, 0.42% hits;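 active = primary inhibition above the hit cutoff, then over 50% inhibition at one or more dose response concentrations, cut at about 23% in these data, passing the limit was not always enough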;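 note: plate controls were DMSO full reaction for no effect and no enzyme background for full effect; strong numbers were not always called active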
MT stabilizer: microtubule stabilizers in HeLa cells | % tubulin-high responders, % at 10 µM | 200,000 compounds, 0.83% hits | AID 2205 | HeLa tubulin immunostaining HCS, 24 h; share of cells brighter than vehicle mean+2SD;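 active = plate Z-score above 3 for both tubulin-high and condensed-nucleus cell shares, with cell loss under 80%, at 10 µM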;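 note: anti alpha tubulin signal scored within the nucleus-defined area of each cell; some results filed as inactive read as strong as hits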
ER stress rescue: protection against thapsigargin-triggered cell killing – 384-well, CSM14.1, ATP luminescence, primary screen (AID 1222); 190,000 tested, under 10 active; cellular ATP content (survival), % at 20 µM; hits with a dose series show EC50 in µM; CSM14.1 thapsigargin-induced death rescue, ATP luminescence; higher % means a stronger effect;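 active = EC50 below 50 µM in the dose-response confirmation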;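 note: death triggered by thapsigargin at about 15 µM added after 2 h compound pretreatment; cell ATP read after overnight thapsigargin exposure of roughly 18 to 22 hours; normalized against plate controls of thapsigargin alone and 5% DMSO vehicle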
Ins promoter up: MIN6 insulin promoter up-regulation | MIN6 insulin promoter-GFP reporter, high-content imaging; active compounds read high | AID 1625 | z-score at 5 µM | 190,000 compounds, 0.3% hits;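 active = z-score above 3 at 5 µM with at least 500 cells counted in the well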
M17LAP inhibition: P. falciparum M17LAP inhibitors, primary screen, biochemical, fluorogenic H-Leu-NHMec substrate, 1536-well (AID 1619). 220,000 compounds, 0.38% hits. recombinant M17LAP, H-Leu-NHMec fluorogenic kinetic assay; higher % means a stronger effect. one-dose inhibition, % at 30 µM; IC50 in µM for titrated hits;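 active = compound inhibiting the enzyme by more than half at any dose during confirmatory dose-response retesting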;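 note: plate controls were full reaction with DMSO carrier for no effect and no enzyme background for full effect; strong numbers were not always called active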
Autophagy mod: autophagy modulation, high-content screen. MEF GFP-LC3 puncta imaging; test concentration mostly 10 µM. calls only at 10 µM (by protocol). 190,000 compounds, 0.98% hits. AID 463193;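 active = percentage of spot-positive cells more than 3 SD above its plate mean, without a fluorescence outlier flag or 80% toxicity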;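 note: spot-positive cell cutoff set from DMSO-treated cells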
Dynein transport cytoplasmic EGFP: recorded beside Dynein transport, whose call it bears; z-score; measured here: cytoplasmic GR-EGFP intensity; active compounds read high
Dynein transport nuclear GR-EGFP: also measured in Dynein transport; calls as there; z-score; measured here: nuclear GR-EGFP intensity;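 lower value marks the stronger effect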
Dynein transport cell count: also measured in Dynein transport; calls as there; z-score; measured here: cell count per field
Ins promoter up cell count: also measured in Ins promoter up; calls as there; cell count; measured here: cytotoxicity, nuclei count;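 total cells summed across four imaged fields per well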
Hep lipid drop cells 6.5 µM: recorded beside Hep lipid drop, whose call it bears; cell count; measured here: cell count, cytotoxicity flag;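 cells counted across two imaged fields per well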
MT stabilizer Hoechst-high %: recorded beside MT stabilizer, whose call it bears; % Hoechst-high responders; measured here: nuclear condensation Hoechst responders;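 share of cells brighter than vehicle mean plus two SD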
MT stabilizer cytotoxicity %: also measured in MT stabilizer; calls as there; toxicity, %; measured here: cytotoxicity by cell density;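 0% = mean cell density of plate MIN control wells and 100% = no cells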
Autophagy mod cell loss 18 h: further read-out of Autophagy mod, marked with its call; toxicity, %; measured here: cell loss, nuclei count;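 cell loss after 18 h compound exposure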
* marks the source's active call; other numbers are inactive results; i = inactive; x = no result given; & = joins results of further samples.

SMILES	Dynein transport	Dynein transport cytoplasmic EGFP	Dynein transport nuclear GR-EGFP	Dynein transport cell count	Yfh1-off respiration	Hep lipid drop	Hep lipid drop cells 6.5 µM	P. falciparum M1AAP	MT stabilizer	MT stabilizer Hoechst-high %	MT stabilizer cytotoxicity %	ER stress rescue	Ins promoter up	Ins promoter up cell count	M17LAP inhibition	Autophagy mod	Autophagy mod cell loss 18 h
CCOc1nc2c(c(-c3cccs3)c1C#N)Cc1ccccc1-2	0.0532	-0.293	-0.0394	0.362	i	-8.2	605	10.3%	x	x	x	x	0.04	1050	-6.7%	x	x
CC(=O)c1ccc(-n2c(C)ccc2-c2ccccc2)cc1	0.599	-0.278	0.969	0.884	i	-28.0	737	14.0%	2.0	1.0	2.6	3.2%	x	x	11.6%	i	-9.9
c1ccc(Cn2nnc3c(N4CCCC4)ncnc32)cc1	-0.905	-0.288	-0.259	0.939	i	x	x	6.6%	3.1	3.0	18.3	0.7%	x	x	-7.0%	i	46.6
O=C(CSc1nnc2ccccn12)NCCN1C(=O)CSC1=O	-0.151	-0.267	0.545	-0.381	i	1.5	710	2.9%	2.0	1.3	2.3	-2.9%	0.81	1781	-10.2%	i	-2.7
Cc1ccc(-c2cc(C(=O)NCC3CCCO3)no2)cc1 (centres undefined)	-0.268	-0.27	0.142	-0.261	i	-0.4	805	0.3%	1.6	0.1	25.6	0.2%	1.42	1114	3.0%	i	5.4
O=[N+]([O-])c1ccc(N2CCN(S(=O)(=O)c3ccccc3)CC2)cc1NCC1CCCO1 (centres undefined)	0.956	-0.147	0.228	-1.78	i	0.9	572	7.7%	3.5	2.4	5.2	2.3%	-0.38	1445	-28.8%	i	-3.2
CCn1c(CNc2ccc(Cl)cc2)nnc1SCc1ccccc1	-0.467	-0.29	-0.158	0.0173	i	-15.2	754	-3.8%	2.5	1.7	7.5	1.9%	-0.45	885	2.4%	i	39.8
COc1cccc(NC(=O)NC2CCN(Cc3nnnn3Cc3ccc(F)cc3)CC2)c1	-0.665	-0.192	-0.0685	-0.223	i	x	x	2.7%	3.8	1.8	8.0	-2.6%	-0.73	780	-1.5%	i	4.9
COC(=O)c1cn(NC(=O)c2cc([N+](=O)[O-])ccc2F)c(=O)c2ccccc12	-3.9*	0.299*	-1.6*	0.743*	i	18.5	700	3.5%	3.5	1.4	1.3	-1.2%	-0.21	1034	-5.0%	i	14.9
COc1ccc(CCNC(=O)C2CCN(S(=O)(=O)N3CCCCCC3)CC2)cc1OC	-0.0747	-0.343	0.12	0.145	x	x	x	0.2%	3.7	2.2	2.1	-1.4%	2.34	1086	-1.1%	i	-18.3
COc1cccc(OC)c1C(=O)NC(C)C12CC3CC(CC(C3)C1)C2 (centres undefined)	1.17	-0.0468	0.44	0.1	i	8.0	785	-4.9%	1.2	1.1	10.5	-3.8%	x	x	6.8%	i	-1.7
COC(=O)c1ccc(NC(=O)N2CCC(O)(c3cccnc3)CC2)cc1	-1.59	-0.0825	-1.15	6.92	x	x	x	0.8%	2.6	2.2	6.4	-0.5%	2.76	1213	-12.5%	i	-1.1
CCN(CC)S(=O)(=O)c1cc(C(=O)O)ccc1Cl	0.234	-0.197	0.121	0.769	i	-2.6	716	2.7%	3.0	1.5	6.1	-0.2%	0.59	1182	-7.5%	i	-9.3
CCOP(=O)(OCC)C(Nc1ccccc1)c1ccccc1C(F)(F)F (centres undefined)	0.42	-0.278	0.515	0.156	i	-14.9	794	4.0%	x	x	x	x	-0.71	1138	-2.4%	x	x
Cn1nnnc1SCC(=O)Nc1ccc2c(c1)OCO2	1.36	-0.183	1.33	-1.84	i	14.6	679	1.1%	7.1	1.6	6.3	-1.5%	0.21	1421	-1.2%	i	11.6
O=C(COC(=O)c1nc(Cl)ccc1Cl)c1ccc(Cl)s1	-0.234	-0.225	-0.0999	1.2	i	15.2	662	1.6%	4.0	2.6	7.8	-6.1%	-0.3	1584	-2.1%	i	-7.4
CN1CCN(C2=C(Cl)C(=O)N(Cc3ccccc3)C2=O)CC1	-2.58	0.36	-1.07	-0.25	i	x	x	4.8%	5.2	3.3	0.9	-0.6%	-0.61	1179	8.1%	i	2.2
Cc1cc(N2CCCC2)nc2ccc(NC(=S)NC(C)C)cc12	0.659	-0.302	1.03	-0.356	i	-47.6	698	-4.1%	5.8	1.9	8.0	-1.0%	-0.34	1142	-6.5%	i	-1.8
O=C1NC(c2ccncc2)Nc2ccccc21 (centres undefined)	-0.0446	-0.208	0.129	-0.147	i	x	x	7.3%	2.1	2.3	4.7	-0.3%	-0.11	1144	-9.2%	i	-5.7
O=C1N(CC(=O)N2CCc3ccccc32)CCN1Cc1ccc(Cl)cc1	-0.172	-0.191	0.229	0.749	i	-14.5	761	4.9%	1.8	1.4	8.9	-4.3%	0.2	787	-2.7%	i	6.0
CCOc1cc(/C=N/NC(=O)CCc2n[nH]c(=O)[nH]c2=O)ccc1O	0.0912	-0.171	-0.0605	0.768	i	-5.2	710	10.2%	2.1	2.2	9.8	-0.4%	0.05	1610	34.0%	i	18.1
O=C(CCNc1ccc(F)cc1)c1cccc([N+](=O)[O-])c1	1.85	-0.182	0.627	-1.84	i	23.9	684	15.8%	3.6	2.0	10.7	-1.3%	-0.19	1927	12.8%	i	12.4
Cc1ccc(SCc2ccc(C(=O)Nc3cccc([N+](=O)[O-])c3)cc2)cc1	-0.0999	-0.217	-0.0753	0.905	i	x	x	2.1%	0.9	1.4	8.0	-0.4%	0.83	1472	9.9%	i	-0.5
Cc1ccc(NC2=CC(=O)OC(C)C2)cc1 (centres undefined)	0.374	-0.219	0.252	0.407	i	0.0	734	4.2%	3.2	2.8	5.5	-0.1%	x	x	-0.8%	i	-0.7
CCOc1cc(N2CCOCC2)c(OCC)cc1NC(=O)CN1C(=O)C2C3C=CC(C3)C2C1=O (centres undefined)	0.201	0.686	0.188	0.347	i	7.1	686	4.9%	5.4	1.8	5.6	-0.2%	-0.14	1334	1.9%	i	-4.8
O=C(COC(=O)c1cccc(S(=O)(=O)N2CCc3ccccc3C2)c1)NCc1ccco1	-1.16	-0.13	-0.469	0.64	i	-4.2	744	12.4%	3.0	1.2	4.5	-2.3%	-0.49	1202	-19.3%	i	-3.3
O=C(NC(=C(Cl)Cl)S(=O)(=O)c1ccc(Cl)cc1)c1ccccc1	0.769	0.144	0.869	-1.59	i	2.4	650	15.0%	x	x	x	x	0.18	1084	11.7%	x	x
O=C(Nc1cccc(Cl)c1)Nc1nccs1	-1.49&-1.08	-0.185&0.053	-0.627&-0.552	1.11&0.91	i	-14.8	787	8.9%&3.2%	3.1	3.6	5.2	-0.9%	-0.02&-0.09	1379&1353	-4.8%&-1.0%	i	14.2
COC(=O)c1c(-c2ccc(C)cc2)csc1NC(=O)Cc1ccc(OC)c(OC)c1	0.0901	-0.0145	0.458	-0.00765	x	-25.0	710	1.3%	2.8	2.2	2.1	7.5%	x	x	59.9%	i	26.9
c1ccc(CNc2ccc(CNc3ncn[nH]3)cc2)cc1	-0.383	-0.208	0.0581	0.97	i	-5.9	715	0.1%	1.5	0.8	7.3	-1.4%	x	x	33.9%	i	-11.6
O=C(NCCc1ccc2c(c1)OCCO2)c1cc(F)cc(F)c1	-0.843	-0.253	-0.498	0.756	i	6.5	684	-2.0%	5.1	2.4	8.3	-0.4%	0.04	1452	-6.9%	i	18.0
Cc1cc(SCC(=O)N2CCCC2)nc2ccccc12	-0.255	-0.335	0.0298	0.137	i	x	x	15.1%	4.6	3.3	6.2	3.6%	x	x	12.5%	i	-0.7
C/C(=N\NC(=O)c1ccc(F)cc1)c1ccc(N2CCOCC2)cc1	-0.457	-0.357	0.0711	0.614	i	-1.7	710	5.4%	1.8	1.9	3.3	-0.7%	-0.71	1193	5.9%	i	-3.8
CCOC(=O)N1CCC(NS(=O)(=O)c2cc(Br)cc3c2N(C(=O)CC)CC3)CC1	2.53	-0.155	1.32	-0.56	x	2.5	746	7.3%	3.6	2.2	9.7	-1.7%	0.03	1110	8.3%	i	19.0
CCC(OC(=O)c1cccs1)C(=O)NC1CCCCC1 (centres undefined)	-0.607	-0.189	-0.383	0.637	i	x	x	7.3%	2.7	1.9	8.1	0.6%	0.17	1150	0.9%	i	-9.3
Cc1cc(C)n(-c2ccc(Cl)c(C(=O)Nc3ccc(-c4nnc5n4CCCCC5)cc3)n2)n1	1.09	-0.295	1.17	-0.153	i	x	x	1.1%	4.6	2.7	6.2	5.3%	-1.85	1033	0.6%	i	4.9
COCCCNC(=O)C1CC(=O)N(c2ccc(C)cc2)C1 (centres undefined)	-0.498	-0.0746	-0.103	1.24	i	x	x	-1.5%	2.5	2.0	10.2	-2.0%	-0.61	1602	-5.3%	i	61.1
COc1ccc(S(=O)(=O)NC(CC(=O)NC2CCCC2)c2ccco2)cc1 (centres undefined)	0.503	-0.257	0.674	-1.08	i	x	x	7.1%	6.1	2.6	4.8	-0.1%	0.72	1487	0.7%	i	-26.8

Compound activity deposited in PubChem by several laboratories.

This is a random part of the collection; 3.5% or so of the library scored in one or more.
